HTT aggregate – reduces HttQ103-GFP aggregates in PC12 cells; 220,000 tested, 1.1% active; AID 1688; Potency, µM (series often up to 46.1 µM), for inactives: at the top dose activity change, negative = inhibition, most hits filed as inhibitors; PC12 HttQ103-GFP aggregates, Acumen cytometry, 40 h; also: % is scaled to controls: 0 for no effect and ±100 for the full control effect; nearly all actives have a fitted effect of over 60% in size
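Steps: seed 1500 PC12 HTTQ103-GFP cells/well; add tebufenozide, 100 nM final; add compound titration; add ATPLite reagent; quantify GFP aggregates by laser scanning cytometry.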
IMPase Li cell – cell-permeable IMPase inhibitors with lithium potentiation; CHO-M1 cells, IP1 TR-FRET (IP-One), carbachol + lithium; AID 1457; 210,000 tested, 0.35% active; Potency, µM (series often up to 59.4 µM), for the others: at the highest dose activity, negative = IMPase inhibition, hits mostly inhibitors;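 also: IP1 builds up when IMPase is blocked and the TR-FRET signal falls; plate controls were basal vehicle for no effect and high inhibitor control for full effect; nearly all actives have a fitted effect of over 50% in size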
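CHO cells stably expressing M1 receptor (2000/well) were cultured 16–30 h, then exposed to compounds with a small lithium addition for 30 min at 37C. IP1 was measured by TR-FRET competition; AC50 from Hill fits.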
aGlu spleen mod – lysosomal alpha-glucosidase (human) modulation | P10253 | Potency, µM (series often up to 79.9 µM), for inactives: at the top dose activity change, negative = inhibition, usual class: inhibitors | AID 2112 | 240,000 tested, 0.006% active | human spleen homogenate, 4-MU-alpha-glucoside fluorescence;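 also: 0% = enzyme with vehicle and -100% = no enzyme basal signal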
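Human spleen homogenate (1 ug) incubated with compounds and 1 mM 4-methylumbelliferyl-alpha-D-glucopyranoside in pH 5.0 citrate/phosphate buffer, 37 C, 40 min. Stopped at pH 10; 4-MU fluorescence (Ex 365/Em 440 nm); AC50 by Hill fit.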
GAA glycogen mod – GAA glycogen-cleavage inhibition or activation; P10253; recombinant GAA, glycogen substrate, Amplex Red glucose oxidase fluorescence; 300,000 tested, 0.38% active; Potency, µM (doses to about 76.4 µM), for inactives: at the highest dose activity change, negative = inhibition, most hits filed as inhibitors;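 also: 0% = full enzyme reaction and -100% = no-enzyme basal signal; the screen sought inhibitors and activators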
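Recombinant enzyme (4 nM final) with compounds titrated up to 77 uM and bovine liver glycogen (30 ug) in citrate pH 5.0, 0.01% Tween-20, 37 C 40 min. Released glucose detected by Amplex Red/glucose oxidase (Ex 573/Em 610); AC50 from Hill fits.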
HTT ATP protect – protects HTT-Q103 PC12 cells, measured by ATP | 230,000 tested, 0.14% active | PC12 HTT-Q103 induced, cytoprotection, ATP luminescence, 40 h | Potency, µM (doses to about 56.4 µM), for the others: cytoprotection (ATP increase), most hits filed as activators;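 also: % of control where 0% means no effect; nearly all actives have a fitted effect of over 45% in size; toxic huntingtin expression switched on by the ecdysone agonist tebufenozide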
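Compounds were screened for protection of PC12 cells against cell death after tebufenozide induction (100 nM final) of mutant Huntingtin exon 1 (Q103) fused to GFP.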
GAA inhib – inhibitors of human lysosomal alpha-glucosidase | 200,000 tested, 0.005% active | AID 1466 | purified human GAA, 4-MU-alpha-glucoside fluorescence | P10253 | Potency, µM (series often up to 76.9 µM), inactives show at the top dose activity change, negative = inhibition, most hits filed as inhibitors;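 also: plate controls were uninhibited enzyme wells for no effect and no-enzyme background for full effect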
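Fluorescence at Ex 365/Em 440 nm from 4-methylumbelliferone reported enzyme activity after 20 min at room temperature. Reactions used 4 nM enzyme and 400 uM substrate at pH 5.0; curves fitted with the Hill equation.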
GoLoco inh red – RGS12 GoLoco-Gai1 interaction inhibition. Potency, µM (top dose mostly 61.6 µM), for the others: at the highest dose activity, negative = inhibition, hits mostly inhibitors. 230,000 tested, 0.44% active. Gai1:RGS12 GoLoco peptide FP, rhodamine, 10 min. P63096. AID 880; active = well fitted inhibition curve with a large enough effect, not every such curve was filed as active; inactive = no such curve, though single readings can be large or run the other way; also: % is scaled to controls: 0 for no effect and ±100 for the full control effect; nearly all actives have a fitted effect of over 30% in size; many of its hits are not listed in these tables
Target sequence (P63096 whole entry, looked up): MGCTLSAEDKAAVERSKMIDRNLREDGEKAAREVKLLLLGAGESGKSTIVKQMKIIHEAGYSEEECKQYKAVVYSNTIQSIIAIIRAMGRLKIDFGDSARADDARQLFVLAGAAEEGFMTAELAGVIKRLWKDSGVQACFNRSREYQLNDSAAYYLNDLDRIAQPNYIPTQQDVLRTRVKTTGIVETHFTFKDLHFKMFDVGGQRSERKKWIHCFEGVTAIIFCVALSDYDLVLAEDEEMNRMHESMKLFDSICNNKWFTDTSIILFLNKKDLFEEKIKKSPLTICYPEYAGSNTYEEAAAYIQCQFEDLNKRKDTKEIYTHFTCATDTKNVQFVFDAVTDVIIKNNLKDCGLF
Starred values were filed as active, the others as inactive; & = joins results of further samples; [ ] = another dose, or the depositor's remark. Unless noted, calls follow the shape of the dose curve; as a rule, active = well fitted curve in the direction sought with a large enough effect; inconclusive = small, poorly fitted or top-dose-only effect, or another doubt; inactive = no such curve, though single readings can be large; an effect the other way counts as inactive or inconclusive. Potency is read from the fitted curve at half-maximal effect. Some of the compounds tested (hit frequency here may not be typical).

For c1ccc(OCCCc2nc(-c3cccnc3)no2)cc1 the results were HTT aggregate 0%, IMPase Li cell 15%[38.3 µM], aGlu spleen mod -2%, GAA glycogen mod -2%, HTT ATP protect -4%, GAA inhib -5% and GoLoco inh red 29%.
For COc1cccc(/C=C2\N=C3CCCCCN3C2=O)c1 the results were HTT aggregate 13%, IMPase Li cell 17%[38.3 µM], aGlu spleen mod -1%, GAA glycogen mod -8%, HTT ATP protect 10%[10 µM], GAA inhib -8% and GoLoco inh red 1%.
For CCOc1ncccc1C(=O)OCC(=O)Nc1cc(S(=O)(=O)N2CCOCC2)ccc1Cl the results were HTT aggregate 8%, aGlu spleen mod -3%, GAA glycogen mod -9%, HTT ATP protect -12%[10 µM] and GAA inhib 0%.
Screening O=C(Nc1ccc2c(c1)OCO2)c1cc(-c2ccncc2)nc2ccccc12 returned HTT aggregate 2%, IMPase Li cell -1%, aGlu spleen mod 0%, GAA glycogen mod -8%, HTT ATP protect -56%[inhibitor], GAA inhib -5% and GoLoco inh red 1%.
Cc1cc(N2CCN(C)CC2)nc2ccc(NC(=O)c3ccccc3F)cc12 was read as HTT aggregate 11%, IMPase Li cell 4%, aGlu spleen mod 1%, GAA glycogen mod 3%, HTT ATP protect -67%[inhibitor], GAA inhib -11% and GoLoco inh red -5%.
`CCOc1ccc(NC(=O)CCN2C(=S)NC(C)(C)CC2C)cc1` (centres undefined) gave HTT aggregate 5%, IMPase Li cell 1%, aGlu spleen mod 0%, GAA glycogen mod -11%, HTT ATP protect -19%, GAA inhib 3% and GoLoco inh red -11%.
C/C(=N\N1CCN(c2ccc(Cl)cc2)CC1)c1cccs1 was read as HTT aggregate -13%, IMPase Li cell 6%, aGlu spleen mod -5%, GAA glycogen mod 1%, HTT ATP protect -8%[0.074 µM], GAA inhib 4% and GoLoco inh red 3%.
Screening CCOc1ccc(-n2c(=S)sc3c(=O)[nH]c(SCC(=O)NC(C)CC)nc32)cc1 (centres undefined) returned HTT aggregate -19%[9.22 µM], IMPase Li cell 16%[38.3 µM], aGlu spleen mod 5%, GAA glycogen mod 4%, HTT ATP protect -20%, GAA inhib -5% and GoLoco inh red 8%.
Screening CC1CCCC(NC(=O)CNC(=S)N(Cc2ccccc2)Cc2cccs2)C1C (centres undefined) returned HTT aggregate inconclusive, IMPase Li cell 14%, aGlu spleen mod -2%, GAA glycogen mod -9%, HTT ATP protect -47%[inhibitor], GAA inhib -4% and GoLoco inh red 4%.
For Cc1ccccc1-c1ccc2ncnc(N3CCNCC3)c2c1 the results were IMPase Li cell 10%, aGlu spleen mod -14%, HTT ATP protect 15% and GoLoco inh red 7%.
For Cc1cc2oc(C(=O)N(Cc3ccccc3)C3CCS(=O)(=O)C3)cc(=O)c2cc1Cl (centres undefined) the results were HTT aggregate -7%, IMPase Li cell 48%[activator][38.3 µM], aGlu spleen mod 0%, GAA glycogen mod -1%, HTT ATP protect -35%, GAA inhib -7% and GoLoco inh red -3%.
Screening COc1ccc(F)cc1S(=O)(=O)NC1CCCCCC1 returned HTT aggregate -21%, IMPase Li cell 18%[38.3 µM], aGlu spleen mod -4%, GAA glycogen mod 5%, HTT ATP protect 13%[1.9 µM], GAA inhib 0% and GoLoco inh red 3%.
CC(=O)c1c(C)[nH]c(C(=O)OCC(=O)Nc2cc(S(=O)(=O)N3CCCC3)ccc2Cl)c1C was read as HTT aggregate -12%, IMPase Li cell 11%, aGlu spleen mod -5%, GAA glycogen mod 9%, HTT ATP protect 1%[1.9 µM], GAA inhib -4% and GoLoco inh red -9%.
`COCC1C2CC[C@H]3C(OCc4ccc(OC)cc4)OC[C@]4(C)[C@H]3C2=C(CN4C(=O)OC(C)(C)C)[C@H](C)C1COC` (some centres undefined) gave IMPase Li cell 8%, aGlu spleen mod -4%, HTT ATP protect -44%[inhibitor] and GoLoco inh red -13%.
Screening CC1(C)CC(=O)C=C(NCc2ccc(Cl)c(Cl)c2)C1 returned HTT aggregate 1%, IMPase Li cell 0%[38.3 µM], aGlu spleen mod -15%, GAA glycogen mod -1%, HTT ATP protect 18%, GAA inhib 13% and GoLoco inh red 0%.
CN(C)CCN1C(=O)C2C3C=CC(C3)C2C1=O (centres undefined) was read as HTT aggregate 14%[9.22 µM], IMPase Li cell 3%, aGlu spleen mod -2%, GAA glycogen mod 18%, HTT ATP protect 13%[10 µM], GAA inhib inconclusive and GoLoco inh red 17%.
O=C(Nc1ccc(Cl)cc1)Nc1nnc(CSc2ccc(Cl)cc2)s1 was read as HTT aggregate 13%, IMPase Li cell -3%, aGlu spleen mod 2%, GAA glycogen mod 13%, HTT ATP protect -3%[1.9 µM], GAA inhib -1% and GoLoco inh red 1%.
`O=C(NC(Nc1ccc(F)cc1)(C(F)(F)F)C(F)(F)F)c1cccnc1` gave HTT aggregate 2%, IMPase Li cell -5%, aGlu spleen mod -4%, GAA glycogen mod 2%, HTT ATP protect -37%[10 µM], GAA inhib -1% and GoLoco inh red -13%.
For O=C(Cn1c(NCCO)nc2ccccc21)NCCc1ccccc1 the results were HTT aggregate -18%, IMPase Li cell 18%[38.3 µM], aGlu spleen mod -3%, GAA glycogen mod 6%, HTT ATP protect 5%[10 µM], GAA inhib -5% and GoLoco inh red -23%.
`O=C1CCCC(O)=C1C=NCCc1ccccc1` gave HTT aggregate -8%, IMPase Li cell 6%[38.3 µM], aGlu spleen mod 2%, GAA glycogen mod -17%, HTT ATP protect 7%, GAA inhib -11% and GoLoco inh red -34%.
Cc1ccc(-c2cc(C(=O)Nc3nccs3)c3ccccc3n2)c(C)c1 was read as HTT aggregate -29%, IMPase Li cell -2%, aGlu spleen mod -2%, GAA glycogen mod -7%, HTT ATP protect -5%[10 µM], GAA inhib 3% and GoLoco inh red 27%.
`Nc1ncn(-c2ncc(C(F)(F)F)cc2Cl)n1` gave HTT aggregate 2%, IMPase Li cell 4%, aGlu spleen mod -15%, GAA glycogen mod 6%, HTT ATP protect 2%, GAA inhib -4% and GoLoco inh red 3%.
Screening C=CCN(C(=O)CSc1nc2ccsc2c(=O)n1Cc1ccccn1)c1ccccc1 returned HTT aggregate 21%, IMPase Li cell -2%, aGlu spleen mod -4%, GAA glycogen mod -13%, HTT ATP protect 9%, GAA inhib -4% and GoLoco inh red 9%.
`Cc1ccc2[nH]c(=O)c3cc(C(=O)N(C)Cc4ccco4)sc3c2c1` gave HTT aggregate -3%, IMPase Li cell -2%[38.3 µM], aGlu spleen mod 5%, GAA glycogen mod -11%, HTT ATP protect -29%, GAA inhib 4%[15.4 µM] and GoLoco inh red 2%.
`O=[N+]([O-])c1ccccc1NCCNc1ncc(C(F)(F)F)cc1Cl` gave HTT aggregate 12%, IMPase Li cell 24%[38.3 µM], aGlu spleen mod -2%, GAA glycogen mod -2%, HTT ATP protect 6%[10 µM], GAA inhib inconclusive and GoLoco inh red 7%.
For CCOC(=O)COc1ccc(S(=O)(=O)N2CCN(c3ccccc3)CC2)cc1 the results were HTT aggregate 14%, IMPase Li cell 0%, aGlu spleen mod -3%, GAA glycogen mod 7%, GAA inhib -9% and GoLoco inh red 0%.
Screening CCOC(=O)c1cn2nc(N3CCCCC3)ccc2n1 returned HTT aggregate -13%[9.22 µM], aGlu spleen mod -7%, GAA glycogen mod 4%, HTT ATP protect 5%[10 µM] and GoLoco inh red 5%.
`COC(=O)CCC(=O)OC1(C)C(=O)C=C2C=C(C3CC3)N(Cc3ccc(OC)cc3)C=C2C1=O` (centres undefined) gave HTT aggregate 11%[9.22 µM], IMPase Li cell 0%, aGlu spleen mod -3%[17.4 µM], GAA glycogen mod 1%, HTT ATP protect 7%&-1%[10 µM] and GoLoco inh red 14%[14.2 µM].
CCOC(=O)c1nnn2c1nc(Nc1cccc(C(F)(F)F)c1)c1ccccc12 was read as HTT aggregate -17%[9.22 µM], aGlu spleen mod -1%, GAA glycogen mod -2%, HTT ATP protect -16%[10 µM] and GoLoco inh red 2%.
For COC(=O)c1ccc(=O)n(Cc2ccc3c(c2)OCO3)c1 the results were HTT aggregate 6%, aGlu spleen mod -2%, GAA glycogen mod 20%, HTT ATP protect 5% and GAA inhib 2%.
CC(NS(=O)(=O)c1ccccc1)C(=O)Nc1ccc(S(N)(=O)=O)cc1 (centres undefined) was read as HTT aggregate -19%, IMPase Li cell 0%, aGlu spleen mod 0%, GAA glycogen mod -2%, HTT ATP protect 3%[10 µM], GAA inhib -3% and GoLoco inh red -3%.
`O=C(/C=C/Sc1ncn[nH]1)c1ccc(Cl)cc1` gave HTT aggregate inconclusive, IMPase Li cell 12%[38.3 µM], aGlu spleen mod -7%, GAA glycogen mod -3%, HTT ATP protect -158%[inhibitor], GAA inhib -1% and GoLoco inh red 10%.
Screening Cc1cccc(/C=N/NC(=O)Cn2nc(C)cc2C)n1 returned HTT aggregate -6%, IMPase Li cell -2%, aGlu spleen mod -5%, GAA glycogen mod 2%, GAA inhib -11% and GoLoco inh red 5%.
`c1ccc(CN(CCN(Cc2ccccn2)Cc2ccccn2)Cc2ccccn2)nc1` gave IMPase Li cell 54%[activator], aGlu spleen mod -7% and GoLoco inh red 1%.

3 entries picked at random from those above:
`COC(=O)CCC(=O)OC1(C)C(=O)C=C2C=C(C3CC3)N(Cc3ccc(OC)cc3)C=C2C1=O` (centres undefined) gave HTT aggregate 11%[9.22 µM], IMPase Li cell 0%, aGlu spleen mod -3%[17.4 µM], GAA glycogen mod 1%, HTT ATP protect 7%&-1%[10 µM] and GoLoco inh red 14%[14.2 µM].
For CCOC(=O)COc1ccc(S(=O)(=O)N2CCN(c3ccccc3)CC2)cc1 the results were HTT aggregate 14%, IMPase Li cell 0%, aGlu spleen mod -3%, GAA glycogen mod 7%, GAA inhib -9% and GoLoco inh red 0%.
`O=C(/C=C/Sc1ncn[nH]1)c1ccc(Cl)cc1` gave HTT aggregate inconclusive, IMPase Li cell 12%[38.3 µM], aGlu spleen mod -7%, GAA glycogen mod -3%, HTT ATP protect -158%[inhibitor], GAA inhib -1% and GoLoco inh red 10%.

Screening data as filed in PubChem.
